S aureus QS inh – S. aureus quorum sensing inhibitors, primary screen, RNAIII-GFP reporter, flow cytometry; S. aureus RN6390 RNAIII-GFP reporter, AIP-induced, flow cytometry 3 h; AID 527, 2006; inhibition, % at 2 µM; 0.3% of 24,000 active;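 active = share of bacteria positive for the green fluorescent reporter and its mean brightness both inhibited by 50% or more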;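 also: 0% = AIP-stimulated control and 100% = unstimulated bacteria without AIP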
S aureus QS inh GFP MFI % – further read-out of S aureus QS inh, marked with its call; inhibition, %; measured here: inhibition of GFP MFI
* = called active by the depositor. The list is partial, so the mix of outcomes need not match the whole.

compound	S aureus QS inh	S aureus QS inh GFP MFI %
CCn1cc(C2=NOC(C(=O)Nc3ccc4c(c3)OCO4)C2)c(C)n1 (stereo not given)	8.2	11.9
CCOc1ccccc1C1C(C(=O)Nc2ccccc2OC)=C(C)Nc2nnnn21 (stereo not given)	-0.2	-3.3
CCOC(=O)c1c(O)c2ccccc2n(-c2ccccc2)c1=O	-3.2	-8.5
Cc1cccn2c(=O)c3cc(C(=O)NCCCn4ccnc4)n(C)c3nc12	7.1	14.4
CCOC(=O)COc1ccc(C2NC(C(=O)O)CS2)cc1 (stereo not given)	1.0	16.0
CCCSCCCNC(=O)c1cc2c(s1)CS(=O)(=O)C2	-1.0	-5.6
CCN(CC)CCNC(=O)CS(=O)Cc1nc(-c2ccccc2Cl)oc1C (stereo not given)	-3.2	-10.0
COc1cccc(CN2CCN(CC(=O)Nc3ccccc3Cl)CC2)c1	-2.2	-10.1
CC1(O)CC(=O)N(c2ccccc2)O1 (stereo not given)	-0.9	1.5
COc1cc(C(=O)Nc2nc(-c3cccs3)cs2)cc(OC)c1OC	2.1	7.2
CCC(=O)N(CCCN(C)C)c1nc(-c2cc(OC)ccc2OC)cs1	0.1	-3.6
Cn1cccc1Cc1nnc(SCC(=O)N2CCc3ccccc32)n1-c1ccc(F)cc1	-5.7	-24.4
CCC(=O)N1CCc2cc(S(=O)(=O)NC(Cc3ccccc3)C(=O)NC3CCCC3)ccc21 (stereo not given)	24.3	39.1
O=C(NCCCN1CCOCC1)C1CC(=O)N(C2CCCCC2)C1 (stereo not given)	1.2	2.5
O=C(c1ccccc1)c1ccc2nc(N3CCCCC3)c3nncn3c2c1	-1.8	-34.9

2 records picked at random from those above:
compound	S aureus QS inh	S aureus QS inh GFP MFI %
COc1cccc(CN2CCN(CC(=O)Nc3ccccc3Cl)CC2)c1	-2.2	-10.1
CCC(=O)N(CCCN(C)C)c1nc(-c2cc(OC)ccc2OC)cs1	0.1	-3.6

Other structures follow.
compound	S aureus QS inh	S aureus QS inh GFP MFI %
CCOC(=O)c1c(C)c(C(=O)Nc2ccc3c(c2)OCCO3)c(C)n1CC	5.2	23.1
Cc1cc(C)c(C#N)c(SCS(=O)Cc2ccc(Cl)cc2)n1 (stereo not given)	0.3	22.2
O=C(OCC(=O)N1CCCC1)c1cncc(Br)c1	-0.2	-2.8
Cc1nc(N2CCN(c3ncccn3)CC2)c2oc3ccccc3c2n1	-1.1	-7.8
O=C(CN1CCN(S(=O)(=O)c2ccc(F)cc2)CC1)Nc1cc(C(F)(F)F)ccc1Cl	-5.9	-11.8
CCC(C)NC(=O)c1ccccc1NC(=O)CN1C(=O)c2ccccc2S1(=O)=O (stereo not given)	-6.5	-4.4
COc1ccc(-c2nc3cnccn3c2Nc2ccc3c(c2)OCO3)cc1	0.5	2.6
CC1CC(=O)c2cnc(NCC3CCCO3)nc2C1 (stereo not given)	0.1	-9.7
CCOC(=O)C1=C(C)N=c2s/c(=C\c3cccn3C)c(=O)n2C1c1cccc(OC)c1OC (stereo not given)	6.2	6.4
COCCN1CCN(c2c(C)c(C)nc3cc(-c4cccc(OC)c4)nn23)CC1	-0.8	22.0
CC(C)C1N(S(=O)(=O)c2ccccc2)CCN1S(=O)(=O)c1ccccc1	4.8	8.9
O=C(NCCCN1CCOCC1)c1cc(-c2ccc(Br)cc2)on1	7.3	4.8
CC1CCCN(S(=O)(=O)c2coc(C(N)=O)c2)C1 (stereo not given)	3.2	0.0
C=CCOC(=O)C1=C(C)Nc2nnnn2C1c1cccc(OC)c1OC (stereo not given)	-9.9	-41.3
CC(=O)c1sc(NC(=O)c2ccc(Cn3cc(Br)cn3)o2)nc1C	8.2	14.6

The list goes on.
compound	S aureus QS inh	S aureus QS inh GFP MFI %
CN(C)/C=C1\N=C(c2ccc3c(c2)OCO3)OC1=O	0.0	5.3
CCC1Oc2ccc(C)cc2N(CC(=O)N2CCN(c3ccc(F)cc3)CC2)C1=O (stereo not given)	9.1	38.2
OC(COCc1ccccc1)CN1CCN(c2ccccc2F)CC1 (stereo not given)	-7.6	-25.4
COc1ccc(CCNS(=O)(=O)c2ccc3c(c2)CCN3C(=O)CCC(=O)O)cc1OC	1.8	4.2
CCS(=O)(=O)N1CCC(C(=O)NCC2CCCO2)CC1 (stereo not given)	-3.8	-5.8
CCN1CCN(Cc2ccccc2NC(=O)Nc2ccc(C)cc2)CC1	1.3	15.6
N#CCC(=O)Nc1ncn(Cc2ccccc2Cl)n1	-2.0	-9.5
COc1cc(-c2nc(Cc3c(F)cccc3Cl)no2)cc(OC)c1OC	-8.2	-23.3
CCCS(=O)(=O)N1CCCC(C(=O)NCCCN(Cc2ccccc2)C(C)C)C1 (stereo not given)	0.0	19.0
COCCn1c(Sc2nc(C)cs2)nc2c1c(=O)[nH]c(=O)n2C	-3.2	-20.3
COc1cc(NC(=O)C2CCN(S(=O)(=O)c3cccc4nonc34)CC2)cc(OC)c1	3.0	20.2
O=C(CN1C(=O)CC(c2ccco2)Sc2ccccc21)Nc1ccc2c(c1)OCCO2 (stereo not given)	83.2*	82.0*
CCOc1ccc(N2C(=O)c3ccccc3C2O)cc1 (stereo not given)	-0.6	5.5
CCOC(=O)N1CCC(NC(=O)c2sc(-n3cccc3)nc2C)CC1	5.5	20.0
CC(C)C(NC(=O)CC12CC3CC(CC(C3)C1)C2)C(=O)O (stereo not given)	-1.1	5.3

The results go on:
compound	S aureus QS inh	S aureus QS inh GFP MFI %
CCOc1ccc(Oc2cc(NC(=O)c3ccco3)cc([N+](=O)[O-])c2)cc1	0.8	7.0
O=C(Cn1cnc2ccccc2c1=O)NCCC(=O)N1CCN(Cc2ccccc2)CC1	0.1	-7.0
CCOc1ccc(N(CC(=O)N2CC=C(c3ccccc3)CC2)S(=O)(=O)c2c(C)noc2C)cc1	53.1*	62.8*
CCCCNc1cc(=O)n(C)c(=O)[nH]1	-2.4	-2.2
Nc1ccc(S(=O)(=O)Nc2ccccn2)cc1	0.1	2.1
COc1ccc(N2CCN(C(=O)c3ccc4nc(N5CCCCC5)sc4c3)CC2)cc1	0.5	-0.1
COc1ccc(Br)c(C(=O)Nn2c(C)nc3ccccc3c2=O)c1	-0.7	10.7
COCCCN1CC23C=CC(O2)C(C(=O)O)C3C1=O (stereo not given)	5.5	31.0
Cc1c(C(=O)NCCN2CCOCC2)sc2nc(-c3ccc(F)cc3)cn12	13.6	20.5
O=C(NCc1ccccc1)c1noc2c1CCCCC2	-5.0	-22.1
COc1ccc(-c2noc(CCC(=O)NCCCN3CCC(C)CC3)n2)cc1	-1.7	2.0
COCCCN1C(=O)C(=O)/C(=C(/O)c2ccc(OCC(C)C)cc2C)C1c1cccnc1 (stereo not given)	-0.1	-35.2
CCOc1cc(NC(=O)c2ccco2)c(OCC)cc1NC(=O)CCc1ccc(OC)cc1	-1.7	-11.5
O=C(CN1CCN(C(=O)c2ccco2)CC1)Nc1ccc2c(c1)OCO2	0.1	18.6
COc1ccccc1-c1cc(C(=O)NC(C)C)no1	-2.0	-6.5

(further entries)
compound	S aureus QS inh	S aureus QS inh GFP MFI %
O=C1CSC(c2cccnc2)N1C1CCCCC1 (stereo not given)	-3.0	-0.3
Cc1cc(C(=O)O)c(S(C)(=O)=O)s1	2.8	14.0
COc1ccc(C(=O)Oc2c(CN3CCOCC3)cc(Cl)c3cccnc23)cc1OC	1.1	4.1
CCN(CC)CCOC(=O)c1c(C)oc2ccc(OC)cc12	-2.5	-19.2
O=C(O)Cc1csc2ccccc12	7.7	18.9
CC(=O)CCc1oc2ccc(NC(C)=O)cc2c1-c1ccc(C)o1	-0.7	1.5
CCn1cc(S(=O)(=O)CC(=O)NC2CCCCC2)c2ccccc21	-7.2	-12.4
COc1ccc(-c2noc(CSc3nc4ccccc4c(=O)n3-c3ccccc3)n2)cc1OC	-1.7	-2.3
CSc1nncn1/N=C/c1cc(Cl)ccc1F	-4.5	-11.8
O=C1N2c3ccccc3CCc3cccc(c32)C1(O)C(F)(F)F (stereo not given)	6.5	31.2
CC(C)CN(CC(C)C)S(=O)(=O)N1CCC(C(=O)NCCN2CCOCC2)CC1	1.2	2.4
COc1ccc(N2CCN(C(CNS(=O)(=O)c3cc(F)ccc3F)c3cccnc3)CC2)cc1 (stereo not given)	-5.7	-24.4
CCOC(=O)N1CCN(C(=O)C2CC(c3ccccc3OC)=NO2)CC1 (stereo not given)	5.4	12.7
CCOC(=O)N1CCN(C(=O)CS(=O)(=O)c2cn(Cc3cccc(F)c3)c3ccccc23)CC1	25.8	35.7
COc1ccc(C2c3sc(=O)[nH]c3SC3C4CCC(C4)C23)cc1 (stereo not given)	6.6	4.7

Continued (five carried over from the part before).
compound	S aureus QS inh	S aureus QS inh GFP MFI %
CC(C)CN(CC(C)C)S(=O)(=O)N1CCC(C(=O)NCCN2CCOCC2)CC1	1.2	2.4
COc1ccc(N2CCN(C(CNS(=O)(=O)c3cc(F)ccc3F)c3cccnc3)CC2)cc1 (stereo not given)	-5.7	-24.4
CCOC(=O)N1CCN(C(=O)C2CC(c3ccccc3OC)=NO2)CC1 (stereo not given)	5.4	12.7
CCOC(=O)N1CCN(C(=O)CS(=O)(=O)c2cn(Cc3cccc(F)c3)c3ccccc23)CC1	25.8	35.7
COc1ccc(C2c3sc(=O)[nH]c3SC3C4CCC(C4)C23)cc1 (stereo not given)	6.6	4.7
Cc1ccc(C)c(N2CCN(CCCNC(=O)Cn3cc4c(n3)CCCCC4)CC2)c1	-1.8	5.5
CCOC(=O)CNC(=O)Nc1ccccc1C(=O)OC	0.2	3.6
COc1cccc(-c2cc(C(=O)Nc3cnn(Cc4ccccc4C)c3)no2)c1	-6.2	-12.5
CCCCNC(=O)OC(C)CNC(=O)Oc1cccc(C)c1 (stereo not given)	-0.7	5.4
CC1CC(C)CN(S(=O)(=O)c2ccc3c(c2)oc(=O)n3CC(=O)N2CCOCC2)C1 (stereo not given)	0.7	11.0
COc1ccc(CC(=O)Nc2ccc(-c3noc(COc4ccccc4C)n3)cc2)cc1	3.0	7.7
COc1ccc(OC)c(NC(=O)CCCN2C(=O)C3C4C=CC(C4)C3C2=O)c1 (stereo not given)	3.9	8.7
Nc1nc(SCc2ccc(Cl)cc2Cl)n[nH]1	-0.1	6.2
Cc1ccc(C(=O)c2nocc2C(=O)c2cccs2)cc1	3.8	21.4
CCCC(=O)NCCc1cc2ccc(OC)cc2[nH]c1=O	-2.1	-2.8
COc1ccc(CCNC(=O)COc2ccc(S(=O)(=O)N3CCOCC3)cc2)cc1	0.1	19.3
CC1(C)NC(=O)N(CC(O)COc2ccc(-c3ccccc3)cc2)C1=O (stereo not given)	0.1	5.6
COc1ccccc1C(=O)N1CCN(C(=O)c2ccncc2)CC1	-0.6	1.6
COc1cccc(NS(=O)(=O)c2ccc(Br)s2)c1	13.3	32.2
COc1ccc(CCn2c(=O)[nH]c3cc(C(=O)NCCCN4CCOCC4)ccc3c2=O)cc1OC	-0.7	10.4

Remaining list, next part.
compound	S aureus QS inh	S aureus QS inh GFP MFI %
CN(C(=O)CSc1nc2c(c(=O)[nH]1)CCCC2)C1CCCCC1	-1.7	-6.2
ON1C2CCCCC2N(O)C1c1c(F)c(F)c(F)c(F)c1F (stereo not given)	-2.2	-7.0
CCCCOc1ccc(-c2ncc(C(=O)OCC)c(N)n2)cc1	1.4	3.1
Cc1c2cnn(-c3ccccc3)c(=O)c2c(C)n1CCCC(=O)N1CCN(c2ncccn2)CC1	12.7	41.3
CCOC(=O)c1cc(NC(=O)SCC(=O)O)c(C)nc1C	-1.6	-14.7
CCn1c(SCC(=O)C(C)(C)C)nnc1-c1cnccn1	-1.2	-0.3
O=C(NCCCN1CCOCC1)c1cc2c(s1)CSC2	0.8	2.0
O=C(CSc1nnc(CNC(=O)c2cccs2)o1)Nc1cccc(C(F)(F)F)c1	6.1	16.3
COC(=O)c1cc2sc(Cl)cc2n1CC(=O)N1CCCc2ccccc21	-1.1	20.2
CCCn1c(C)nc2c(c1=O)c1nc3ccccc3nc1n2CCc1ccccc1	5.2	45.0
CCN(CCNC(=O)C1CCN(S(C)(=O)=O)CC1)c1ccccc1	-0.1	-4.1
CC1(C)OC(=O)C(=CNc2cccc(C(=O)O)c2)C(=O)O1	0.6	-4.2
CCn1c(-c2cc(Br)ccc2O)n[nH]c1=S	-1.7	-3.6
CCCC12CN3CC(C)(CN(C1)C31CCCCC1)C2=O	7.7	19.3
CN(C)c1ccc(/C(=N\O)c2ccccc2)cc1	1.0	23.7

Following part:
compound	S aureus QS inh	S aureus QS inh GFP MFI %
OC[C@H]1O[C@@H](n2cnc3c(NC4CCCC4)ncnc32)[C@H](O)[C@@H]1O	-0.5	2.3
CCc1ccccc1N1CSC2=C(C#N)C(c3ccccc3F)CC(=O)N2C1 (stereo not given)	-1.8	12.5
Cc1cccc(NCc2ccccc2O)c1C	-2.3	-16.7
CCCCOC(=O)Nc1cc(C(=O)OC)ccc1C(=O)OC	0.8	-1.3
CCN1CCCC1CNC(=O)Cn1cnc2ccc(S(=O)(=O)N3CCC(C)CC3)cc2c1=O (stereo not given)	-0.4	-8.9
COc1ccc(N2C(=O)C3C4C=CC(C4)C3C2=O)nn1 (stereo not given)	1.9	0.5
CCCc1cc(C(=O)Nc2sc(C(C)=O)c(C)c2C(=O)OCC)no1	0.3	2.7
Cc1cc(C)n(-c2nc(C)nc3sc4c(c23)CCC(C)C4)n1 (stereo not given)	-0.9	-13.1
CN(Cc1ccccc1)S(=O)(=O)c1ccc(S(=O)(=O)N2CCN(CCC#N)CC2)cc1	1.2	6.3
CC(C)c1ccc(NS(=O)(=O)c2ccc3[nH]cc(C(=O)N4CCC(C(N)=O)CC4)c(=O)c3c2)cc1	-3.9	-7.1
O=C(c1ccco1)N1CCN(c2ccc(Cl)cc2)CC1	6.2	20.3
Cc1n[nH]c(C)c1S(=O)(=O)N1CCN(c2ccccn2)CC1	-0.8	20.1

Bioassay records as filed in PubChem.
